From PubChem BioAssay
dFosB activator = mouse delta FosB homodimer activation; 340,000 compounds, 0.99% hits; purified delta FosB, TAMRA-CDK5 oligo fluorescence polarization; percent of positive-control signal above neutral wells; P13346; activation, % at 25 µM;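 active = mean activation above about 17%, with every replicate also reaching it, limit read from the data, passing the limit was not always enough; inconclusive = only one of the two conditions met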;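 also: fluorescence polarization rise as delta FosB binds a TAMRA Cdk5 AP-1 oligo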
Target sequence (P13346 whole entry, looked up): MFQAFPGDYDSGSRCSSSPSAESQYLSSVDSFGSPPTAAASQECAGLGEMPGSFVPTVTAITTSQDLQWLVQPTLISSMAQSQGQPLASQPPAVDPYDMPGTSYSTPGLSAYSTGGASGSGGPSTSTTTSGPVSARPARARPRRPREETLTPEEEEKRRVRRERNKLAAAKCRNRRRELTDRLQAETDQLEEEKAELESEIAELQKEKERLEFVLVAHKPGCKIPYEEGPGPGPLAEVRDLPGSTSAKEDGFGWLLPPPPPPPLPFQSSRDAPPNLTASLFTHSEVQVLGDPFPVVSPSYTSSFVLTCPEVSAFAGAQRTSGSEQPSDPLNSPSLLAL
Cardiac RTF inh = cardiac RTF calcium desensitization; 340,000 compounds, 0.12% hits; P19429+P45379; IANBD-labeled cardiac RTF, Ca2+ fluorescence; inhibition, % at 7.15 µM;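 active = inhibition above the mean inhibition of all tested compounds plus 3 SD, cut at about 17% in these data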;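 also: assay run at fixed EC70 calcium of 1.6 mM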
PfHsp90 set2 = reduces growth (ATP signal) of yeast expressing P. falciparum Hsp90; S. cerevisiae expressing PfHsp90, BacTiter-Glo ATP, 48 h; yeast lacking PDR1 and PDR3 efflux regulators; inhibition, % at 9.4 µM; 310,000 compounds, 0.32% hits; AID 504621;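 active = every replicate shows inhibition above about 80%, whatever the replicate mean, limit read from the data; inconclusive = mean inhibition reaches the set limit but some replicate falls short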;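 also: 0% = DMSO neutral controls and 100% = 20 µM radicicol positive controls; yeast relying on Plasmodium falciparum Hsp90 in place of its own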
SUMO Mot1 rescue = blocks SUMOylation pathway, rescuing yeast Mot1-301 growth | S. cerevisiae Mot1-301 growth rescue, ATP luminescence, 38.5C; percent above DMSO median, 100 means doubled | growth rescue, % at 18.8 µM | 320,000 compounds, 1% hits | AID 2716;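 active = every valid replicate shows activation above 250% relative to neutral control wells; inactive = the rest, any valid replicate at or below 250%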;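 also: OY570 slx delta 5 strain wells were the positive control but not used for scaling; some compounds called inactive have numbers as strong as hits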
Rtt109 HAT inh = inhibitors of Candida albicans Rtt109/Vps75 histone acetyltransferase | Q5AAJ8 | purified Rtt109/Vps75, ThioGlo CoA-SH fluorescence, 4 h | inhibition, % at 34.9 µM | 330,000 compounds, 0.16% hits | AID 540336;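 active = inhibition of at least 50% in every replicate; inconclusive = best replicate reaches 50% inhibition but some replicates fall short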
LANA DNA inh = inhibitors of KSHV LANA C-terminal domain DNA binding; MBP-C-LANA/FAM-LBS DNA binding, fluorescence polarization; inhibition, % at 9 µM; 340,000 compounds, 0.078% hits;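 active = highest replicate inhibition at or above 60% at 9 µM, even if other replicates fall short; inactive = all replicates below 60% inhibition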;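 also: 0% = neutral control wells and 100% = 4 µM acridine orange control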
PvdQ inh = P. aeruginosa PvdQ acylase inhibition | purified PvdQ acylase, fluorescence plate reader | inhibition, % at 10 µM | 340,000 compounds, 0.063% hits | AID 488965; in the data active = inhibition above about 30%, passing the limit was not always enough; inconclusive = no clear call, values can overlap the other calls;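 also: 0% = vehicle neutral wells and 100% = reference inhibitor wells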
cardiac RTF act = increases calcium sensitivity of human cardiac regulated thin filaments; P19429+P45379; AID 493008; IANBD-labeled TnC RTF fluorescence at EC20 calcium; 0% EC20 calcium, 100% full calcium; activation, % at 7.2 µM; 340,000 compounds, 0.24% hits;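 active = activation above the mean over all tested compounds plus 3 SD, cut at about 30% in these data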;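 also: rise in fluorescence read as greater calcium sensitivity of cardiac thin filaments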
CDK5 p35 inh = blocks human CDK5/p35 kinase activity; Q00535+Q15078; Recombinant CDK5/p35, ADP-Glo luminescence, 60 min; inhibition, % at 10 µM; 330,000 compounds, 0.01% hits;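 active = highest replicate inhibition of at least 50% and at least 75% of replicates reaching 50%; inconclusive = only one of the two criteria met; inactive = both criteria failed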;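 also: plate controls were DMSO neutral control for no effect and GW8510 at 10 µM for full effect; many of its hits are not listed in these tables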
Target sequence (Q00535 whole entry, looked up): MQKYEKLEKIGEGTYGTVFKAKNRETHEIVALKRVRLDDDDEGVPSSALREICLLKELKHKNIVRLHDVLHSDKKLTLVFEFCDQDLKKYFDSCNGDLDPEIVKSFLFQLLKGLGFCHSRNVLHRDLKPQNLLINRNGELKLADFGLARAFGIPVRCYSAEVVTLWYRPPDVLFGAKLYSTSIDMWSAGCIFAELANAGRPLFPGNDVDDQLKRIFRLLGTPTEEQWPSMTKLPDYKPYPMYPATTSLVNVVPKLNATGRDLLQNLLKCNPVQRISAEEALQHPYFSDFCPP
Target sequence (Q15078 whole entry, looked up): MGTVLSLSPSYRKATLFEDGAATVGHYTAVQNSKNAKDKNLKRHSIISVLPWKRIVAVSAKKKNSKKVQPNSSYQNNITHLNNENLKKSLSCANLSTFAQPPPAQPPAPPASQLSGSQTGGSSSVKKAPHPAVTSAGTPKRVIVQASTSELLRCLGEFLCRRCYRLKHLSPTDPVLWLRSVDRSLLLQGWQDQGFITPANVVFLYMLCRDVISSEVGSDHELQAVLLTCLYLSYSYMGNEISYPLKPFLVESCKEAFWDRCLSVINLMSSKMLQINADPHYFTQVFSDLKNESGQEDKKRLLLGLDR
Keap1 Nrf2 FP = disrupts human Keap1 binding to Nrf2 peptide. inhibition, % at 9.4 µM. 340,000 compounds, 0.15% hits. Keap1 Kelch-Nrf2 peptide fluorescence polarization, 1536-well; in the data active = inhibition above about 12%; inconclusive = no clear call, values can overlap the other calls; inactive = below about 7.3%;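 also: human Keap1 Kelch domain with fluorescein labeled Nrf2 9mer peptide probe; 0% = neutral control wells and 100% = peptide positive control; higher means more block of Keap1 binding to Nrf2 peptide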
NSD2 inh = blocks human histone methyltransferase NSD2 | O96028 | NSD2 peptide methylation, AlphaScreen, 120 min | inhibition, % at 12.5 µM | 310,000 compounds, 0.54% hits | AID 743445; in the data active = inhibition above about 50%
* marks the source's active call; other numbers are inactive results; u = inconclusive; x = not tested or not shown.

SMILES | dFosB activator | Cardiac RTF inh | PfHsp90 set2 | SUMO Mot1 rescue | Rtt109 HAT inh | LANA DNA inh | PvdQ inh | cardiac RTF act | CDK5 p35 inh | Keap1 Nrf2 FP | NSD2 inh
COc1ccc(S(=O)(=O)N2CCOC2CNC(=O)C(=O)NCCN2CCOCC2)cc1 (configuration not stated) | -7 | -5 | -14 | 136 | -5 | -0.1 | -9 | -6 | 0.6 | 1 | 13
Cc1cccn2c(CNC3CCCc4ccccc43)c(C(=O)N3CCOCC3)nc12 (configuration not stated) | -4 | -8 | 4 | x | 2 | -2.1 | -12 | 1 | -9.5 | -4 | 0
COc1ccc(NC(=O)c2cc3n(n2)C(C(F)(F)F)CC(c2ccc(OC)cc2)N3)cc1 (configuration not stated) | 13 | -1 | x | -31 | -1 | -1.0 | 0 | -2 | -1.5 | -1 | -3
Cc1oc(-c2cccc(Cl)c2)[n+]([O-])c1C | 8 | 0 | 21 | -10 | 3 | -0.2 | -13 | -2 | -0.2 | -5 | 0
CN1CCC(OC(=O)c2cccc(Cl)c2)CC1 | -2 | 4 | 8 | -10 | 4 | 1.3 | -6 | 2 | -0.7 | -2 | x
Cc1ccc(C)c(OCc2cc(C(=O)N3CC[C@H](O)C3)no2)c1 | -13 | -1 | 3 | 278 | 18 | -0.5 | -6 | 9 | -0.5 | 2 | 0
Cc1ccc(CCNC(=O)C2CCC(=O)N2C(C)C)cc1 (configuration not stated) | 5 | 3 | 9 | 2 | -1 | 0.8 | -11 | -6 | 0.6 | -3 | 2
COc1ccccc1CN1CC(C(=O)NCc2cc(F)cc(C(F)(F)F)c2)CCC1=O (configuration not stated) | 0 | -2 | -61 | -1 | 14 | -0.8 | -15 | 1 | -0.5 | -6 | -2
CCn1c(=O)cc(SCC(=O)NCc2ccco2)c2ccccc21 | -4 | 3 | -40 | -9 | 0 | 0.5 | -8 | -3 | 1.2 | -1 | 3
COc1ccc(-c2cc(C(F)(F)F)nc(SCC(=O)N3CCOCC3)n2)cc1OC | -18 | -7 | 5 | -8 | 5 | -0.4 | -19 | 2 | 1.1 | -1 | x
Cc1ncoc1C(=O)N1CCCC(C(=O)c2ccc(-c3ccccc3)c(F)c2)C1 (configuration not stated) | -16 | -3 | -14 | -7 | 8 | 0.4 | -6 | 1 | -1.0 | -1 | 43
Cc1nnc(Cl)c2nn(-c3ccccc3)c(C)c12 | -3 | 1 | 11 | -20 | 2 | 0.8 | 20 | 2 | -1.8 | 3 | -2
NC(=O)C1(N2CCCCC2)CCN(C(=O)c2cccn3c(=O)c4cc(Cl)ccc4nc23)CC1 | -1 | -2 | 14 | -2 | -189 | -0.1 | 0 | 12 | -6.9 | 3 | 2
NC(=O)N/N=C/C=C/c1ccccc1 | -2 | 0 | -6 | -7 | -6 | 0.2 | -10 | -5 | -0.9 | -5 | -3
Cc1cccc(NC(=O)c2c(-c3ccccc3)noc2C)n1 | 5 | 4 | -6 | 11 | -10 | 0.4 | -15 | 3 | 3.9 | -3 | x
CCOc1ccc(-n2nnc3c(=O)n(CC(=O)N4CCCc5ccccc54)cnc32)cc1 | -26 | -11 | -15 | -10 | 2 | 0.3 | -20 | 4 | 0.0 | -8 | x
CC(Oc1ccc(Cl)cc1Cl)C(=O)NC(Cc1ccccc1)C(=O)O (configuration not stated) | 5 | -9 | -7 | x | 1 | -1.0 | -13 | 2 | 1.4 | -1 | 53*
CC(C)(C)CC(C)(C)c1ccc(O)c(Cc2ccc(Cl)cc2Cl)c1 | 11 | 3 | 24 | x | -9 | -1.2 | -11 | 1 | -0.4 | 2 | x
CS(=O)(=O)c1ccc(Cl)c(NC(=O)CCN2C(=O)C3CC=CCC3C2=O)c1 (configuration not stated) | -2 | 3 | 17 | -8 | -6 | 0.3 | -12 | -4 | -1.2 | 2 | -2
Fc1ccccc1CNCC1CCCO1 (configuration not stated) | 1 | -6 | -5 | x | -5 | -1.2 | -1 | 2 | 0.6 | 1 | -1
COc1ccc(NC(=O)CN(C)C(=O)Cc2ccc3c(c2)OCCO3)cc1 | -4 | 8 | -3 | 75 | -1 | -0.8 | -10 | 9 | -4.8 | 2 | 0
O=C(NCC(c1ccco1)N1CCN(c2ccccc2F)CC1)C(=O)NC1CCCC1 (configuration not stated) | -5 | -11 | x | -11 | -19 | -2.0 | -9 | -10 | -0.2 | -2 | -3
O=C(Cn1cnc2c(cnn2-c2ccc(Cl)cc2)c1=O)N1CCN(c2ccccc2)CC1 | 3 | -8 | 2 | x | -2 | -0.6 | -14 | 1 | -0.4 | -1 | -4
Cc1cc(C)c(C(=O)COC(=O)c2cccnc2Cl)c(C)c1 | -8 | -9 | -4 | -12 | 7 | 0.0 | 2 | 7 | 0.3 | -4 | -9
COc1ccc(N=C2C(=Nc3ccc(OC)cc3)N(c3ccc(N(C)C)cc3)C(=S)N2c2ccc(OC)cc2)cc1 | -10 | 7 | -1 | 3 | 1 | -1.2 | 5 | 5 | 0.3 | -1 | 1
O=C(Nc1ccc(C(F)(F)F)cc1)c1cc(-c2cccnc2)nc2ccc(Br)cc12 | -7 | 1 | 1 | -23 | 7 | -1.1 | 9 | 5 | -3.4 | 0 | -1
Nc1cc(N2CCOCC2)c(Cl)cc1[N+](=O)[O-] | -3 | -7 | -37 | 0 | 0 | 0.7 | -6 | 0 | 0.6 | 7 | 4
COc1ccc(S(=O)(=O)Cc2ccc(C(=O)N3CCCC3)o2)cc1 | -2 | -7 | 5 | -5 | 9 | -1.3 | -18 | 3 | 0.1 | 0 | x
O=C(O)C(CO)(c1ccccc1)c1ccccc1 | -2 | 10 | -7 | 398 | -2 | 0.3 | -7 | 3 | 0.2 | -2 | x
O=C(COC(=O)CCC(=O)c1ccccc1)NCCc1ccccc1 | -6 | -1 | x | -5 | 1 | -0.3 | -12 | 0 | -4.3 | -6 | -4
CC(C)(C)C(=O)COC(=O)CCc1nc2ccccc2[nH]c1=O | -2 | -6 | 15 | -9 | -4 | -0.4 | 3 | -3 | -0.4 | -1 | -8
Cc1cc(C(=O)N2CCN(c3cc(Cl)ccc3C)CC2)on1 | -1 | -12 | 9 | 4 | -1 | -1.1 | -20 | 0 | 0.5 | -1 | x
Cc1cc(NC(=O)CSc2nc3cc(C(=O)NCCCOC(C)C)ccc3c(=O)n2Cc2ccco2)no1 | 0 | -1 | x | 8 | 1 | -0.3 | -16 | 8 | 1.5 | -4 | -1
Cc1c2cnn(CC(=O)N3CCOCC3)c(=O)c2c(C)n1Cc1ccccc1F | -9 | -1 | -12 | -3 | -2 | -0.7 | -10 | -7 | 2.4 | -1 | x
COc1cc(NS(=O)(=O)c2ccc(Br)cc2)c(OC)cc1NC(=O)c1ccco1 | -9 | 8 | x | 4 | 10 | -0.3 | -7 | -3 | 1.3 | -3 | 7
CCOc1ccc(CNC(=O)C2CCN(S(=O)(=O)c3ccc4c(c3)CCCC(=O)N4)CC2)cc1 | -4 | -4 | 1 | -14 | -2 | 0.4 | -24 | 5 | -5.3 | -5 | -5
Clc1cccc(-c2cc3nc4c(c(N5CCN(c6cnccn6)CC5)n3n2)CCCC4)c1 | 4 | 5 | 4 | -6 | -3 | -0.2 | 10 | 1 | 0.8 | -4 | -2
O=C(c1ccoc1)N1CCC(CO)(CCc2ccccc2)CC1 | -7 | -1 | x | 0 | 3 | -0.3 | -11 | -4 | 2.1 | 5 | x
CCCCNC(=O)c1cc(C)nc2ccccc12 | -1 | 0 | -7 | 8 | -17 | -0.4 | -3 | 12 | -11 | -1 | -3
Cc1ccc(-c2cc(C(=O)NCc3ccccn3)c3ccccc3n2)cc1C | -9 | -31 | 10 | -26 | -2 | 1.2 | -3 | -5 | 0.7 | 3 | -2
O=C(Nc1cccc(O)c1)c1cccc(S(=O)(=O)N2CCCCCC2)c1 | -2 | -14 | -87 | x | 4 | -1.1 | -13 | -1 | -0.7 | 1 | -2
COc1ccccc1NS(=O)(=O)c1ccccc1C#N | -7 | -15 | -34 | -7 | -4 | 0.3 | -12 | 16 | -2.4 | -3 | -2
COc1cccc(C(=O)N2CCCC(Nc3ccc(C)c(C)c3)C2)c1 (configuration not stated) | 1 | -1 | -18 | 7 | 4 | -0.4 | -8 | 10 | 0.2 | 1 | 4
N#CC1=C(N)OC2=C(C(=O)CCC2)C1c1ccccc1 (configuration not stated) | -5 | -8 | 11 | 7 | 8 | 1.4 | 10 | -2 | -1.4 | 0 | 33
CCOC(=O)c1sc(C)c2c1NC(C)(c1cccs1)NC2=O (configuration not stated) | -12 | -3 | 0 | 2 | 31 | 1.8 | 1 | 8 | -1.6 | -3 | -5
Oc1ccc(/C=N/NC(=S)N/N=C/c2ccc(O)cc2)cc1 | -7 | -1 | -35 | -11 | 0 | 1.3 | 3 | -4 | 0.4 | 1 | 11
CCN(NC(=O)C(O)(c1ccccc1)c1ccccc1)C(=O)c1ccccc1 | -6 | 4 | -11 | -16 | 1 | 2.2 | -12 | 4 | -1.2 | 0 | -2
C#CCOCCOCCOCCNc1nc(N2CCOCC2)nc(N2CCN(C(=O)[C@H](CCCN=C(N)N)n3cc(C(N)[C@@H](C)CC)nn3)CC2)n1 (some centres not stated) | 0 | 3 | 0 | -10 | u | 0.1 | -10 | -6 | -0.2 | -4 | x
CCN(CC)C(=O)CSc1nnc2nnc3cc(C)ccc3n12 | 3 | -12 | 8 | -11 | -7 | 8.9 | 8 | 4 | 0.4 | 8 | -1
CN(C)S(=O)(=O)N1CCCC(C(=O)c2ccc(-c3ccccc3)c(F)c2)C1 (configuration not stated) | -6 | -8 | -18 | -6 | -7 | 1.6 | -16 | 6 | -0.1 | 3 | -2
Later entries.
SMILES | dFosB activator | Cardiac RTF inh | PfHsp90 set2 | SUMO Mot1 rescue | Rtt109 HAT inh | LANA DNA inh | PvdQ inh | cardiac RTF act | CDK5 p35 inh | Keap1 Nrf2 FP | NSD2 inh
CCN(CC)S(=O)(=O)c1cc(NC(=O)c2cccc(N3C(=O)CCC3=O)c2)ccc1Cl | -5 | 0 | x | -11 | 0 | -0.8 | -6 | -2 | 1.2 | -5 | 0
COc1ccc(Cl)cc1NC(=O)C1CCCN(c2cc(C)nc3ncnn23)C1 (configuration not stated) | -6 | 1 | 12 | 733* | 2 | -1.3 | -10 | -1 | 0.1 | 1 | -7
Cc1c(CC(=O)NCC(=O)O)c(=O)oc2cc3c(cc12)CCC(C)(C)O3 | -3 | 2 | 4 | -16 | 1 | 0.1 | -9 | -7 | 0.4 | 1 | 3
COc1ccc(OC)c(CN2C(=O)CCC2(C)C(=O)NC2CCCCCC2)c1 (configuration not stated) | -6 | -4 | -7 | -8 | -2 | -0.8 | -5 | 0 | 0.2 | 0 | 14
Cc1cc(C(=O)CN2CCC(C)CC2)c(C)n1-c1ccccc1F | -6 | 0 | -27 | 35 | 0 | 1.2 | -6 | -4 | -0.4 | -8 | 4
